# NOD2 RIPK2 PPI – NOD2-RIPK2 binding disruptors in cells, primary screen, fluorescence, CHO cells, BLA complementation | actives 0.38% (n = 360,000) | inhibition, % at 4.98 µM | CCF4 ratio | AID 624267, 2012; in the data active means inhibition above about 21%;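 further: 0% = vehicle only and 100% = reference blocker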
# NCOA2 inhibitor – inhibition of GAL4-SRC2 driven luciferase reporter, primary screen, SRC2 inhibitor project, cell-based, luminescence | AID 651957, 2012 | actives 0.17% (n = 370,000) | Nuclear receptor coactivator 2 (Homo sapiens), Q15596 | inhibition, % at 9 µM | HEK293 GAL4-SRC2 luciferase reporter;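 active means inhibition above the mean inhibition of all tested compounds plus 3 SD, set per campaign, cut at about 52% in these data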;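 further: 0% = DMSO treated cells and 100% = cells given Gossypol at 36 µM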
# SRC1 inh – SRC1 coactivator transcriptional activity inhibitors, primary screen, cell-based, luminescence; Nuclear receptor coactivator 1 (Homo sapiens), Q15788; HEK293 GAL4-SRC1 luciferase reporter; inhibition, % at 3.6 µM; actives 0.12% (n = 360,000); AID 588354, 2011;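 active means inhibition above the campaign mean plus 3 SD, with each screening campaign given its own cutoff, cut at about 60% in these data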;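 further: 0% = DMSO treated cells and 100% = gossypol at 36 µM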
# Vif imaging – HIV Vif self-association inhibitors, primary screen, imaging, HEK293T, single point; HEK293T cells, Vif self-association by quenched fluorescence, 24 h; inhibition, % at 7.49 µM; actives 0.35% (n = 340,000); AID 602346, 2012; in the data active means inhibition above about 50%, passing the limit was not always enough; further: some results filed as inactive read as strong as hits
# LMP1 NFkB inh – EBV LMP1-driven NF-kappaB luciferase reporter inhibitors, primary screen, cell-based, luminescence, single point; actives 0.69% (n = 350,000); inhibition, % at 12.5 µM; LMP1-induced NF-kappaB luciferase reporter cells; in the data active means inhibition above about 41%;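 further: 0% = neutral control wells and 100% = reference inhibitor control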
# TROY signal inh – inhibitors of TROY-driven NF-kB signaling, primary screen, Q293 LMP1-TROYcd cells, NF-kB luciferase, uHTS; Q293 LMP1-TROYcd NF-kB luciferase reporter, 4 h; inhibition, % at 10 µM; actives 0.98% (n = 360,000); AID 1347056, 2019;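 active means compounds whose plate-normalised and pattern-corrected inhibition of the luciferase reporter signal at the single screening dose is 50% or more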
# NR2F2 inh – NR2F2 transcriptional activity inhibitors, primary screen, cell-based, luciferase reporter, HEK293T, luminescence; HEK293T NGFI-A luciferase reporter; inhibition, % at 8.6 µM; actives 0.7% (n = 370,000); AID 686940, 2013;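 active means inhibition above a per-plate cutoff, mean inhibition of test wells between control levels plus 3 SD, cut at about 38% in these data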;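 further: cells cotransfected with COUP-TFII expression vector driving the NGFI-A reporter; 0% = median of COUP-TF2 test wells and 100% = reporter-only cells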
# LRH-1 inv ag – LRH-1 (NR5A2) inverse agonists, primary screen, cell-based, luminescence, HEK293T, StAR-luciferase reporter | AID 602396, 2012 | inhibition, % at 3.6 µM | LRH-1 transfected, 24 h | Nuclear receptor subfamily 5 group A member 2 (Homo sapiens), O00482 | actives 0.13% (n = 360,000);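 active means inhibition above the mean inhibition of all tested compounds plus 3 SD, cut at about 73% in these data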;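 further: 0% = DMSO wells and 100% = reporter-only cells lacking LRH-1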
# NCOA3 inh – SRC3 coactivator transcriptional activity inhibitors, primary screen, cell-based, luminescence; Nuclear receptor coactivator 3 (Homo sapiens), Q9Y6Q9; HEK293 GAL4-SRC3 luciferase reporter; inhibition, % at 3.6 µM; actives 0.17% (n = 360,000); AID 588352, 2011;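 active means inhibition above a per-campaign cutoff, the mean of all compounds plus 3 SD, cut at about 60% in these data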;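 further: 0% = DMSO-treated cells and 100% = gossypol-treated cells at 36 µM; higher means less SRC3-driven luciferase light from the GAL4 reporter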
# Target sequence (Q9Y6Q9 whole entry, looked up, the tested form may be a part): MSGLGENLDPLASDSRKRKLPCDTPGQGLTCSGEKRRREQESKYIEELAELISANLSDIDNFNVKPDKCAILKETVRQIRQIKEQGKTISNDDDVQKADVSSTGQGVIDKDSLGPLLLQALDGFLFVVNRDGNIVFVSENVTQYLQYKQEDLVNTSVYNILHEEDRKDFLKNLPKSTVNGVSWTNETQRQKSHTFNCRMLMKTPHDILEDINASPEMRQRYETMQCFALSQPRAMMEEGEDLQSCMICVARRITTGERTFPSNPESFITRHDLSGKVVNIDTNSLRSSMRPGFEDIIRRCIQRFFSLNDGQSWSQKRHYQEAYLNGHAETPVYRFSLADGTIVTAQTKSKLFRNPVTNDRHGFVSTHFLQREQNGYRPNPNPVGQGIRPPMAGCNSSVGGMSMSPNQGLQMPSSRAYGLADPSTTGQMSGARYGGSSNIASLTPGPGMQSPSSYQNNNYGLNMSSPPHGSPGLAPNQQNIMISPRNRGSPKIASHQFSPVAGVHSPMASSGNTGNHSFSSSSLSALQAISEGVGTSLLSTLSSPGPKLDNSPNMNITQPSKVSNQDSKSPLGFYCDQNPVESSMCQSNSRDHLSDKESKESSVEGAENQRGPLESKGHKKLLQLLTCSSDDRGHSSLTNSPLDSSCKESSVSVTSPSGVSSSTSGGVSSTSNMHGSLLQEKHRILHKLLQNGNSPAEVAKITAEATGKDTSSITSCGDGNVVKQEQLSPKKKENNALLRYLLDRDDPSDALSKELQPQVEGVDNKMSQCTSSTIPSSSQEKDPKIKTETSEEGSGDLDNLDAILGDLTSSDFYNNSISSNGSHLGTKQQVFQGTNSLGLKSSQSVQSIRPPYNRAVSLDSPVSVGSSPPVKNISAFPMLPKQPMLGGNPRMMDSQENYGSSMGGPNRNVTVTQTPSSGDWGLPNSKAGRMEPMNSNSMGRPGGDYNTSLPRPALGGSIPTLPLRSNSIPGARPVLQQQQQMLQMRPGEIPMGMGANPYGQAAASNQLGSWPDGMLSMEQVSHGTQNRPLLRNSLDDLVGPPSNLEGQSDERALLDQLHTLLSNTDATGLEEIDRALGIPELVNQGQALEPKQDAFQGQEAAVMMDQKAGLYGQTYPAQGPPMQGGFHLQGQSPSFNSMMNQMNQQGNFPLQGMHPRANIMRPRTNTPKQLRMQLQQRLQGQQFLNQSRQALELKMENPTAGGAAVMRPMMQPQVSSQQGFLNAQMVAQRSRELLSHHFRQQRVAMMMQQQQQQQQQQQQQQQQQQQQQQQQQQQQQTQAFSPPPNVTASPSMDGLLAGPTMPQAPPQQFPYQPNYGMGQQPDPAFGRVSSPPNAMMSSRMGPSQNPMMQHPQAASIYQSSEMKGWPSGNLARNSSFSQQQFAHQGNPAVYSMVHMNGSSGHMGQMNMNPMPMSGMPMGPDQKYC
# TRAIL sens C8 – viability loss with TRAIL in NB7+C8 cells, primary screen, TRAIL sensitizer project, cell-based, ATPlite luminescence; inhibition (viability loss, TRAIL sensitization), % at 10 µM; actives 1% (n = 360,000); AID 624354, 2012;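 active means compounds causing at least 50% loss of cell viability in the single-dose screen, relative to plate controls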
# TLR9-MyD88 inh – inhibitors of TLR9-MyD88 association in cells, primary screen, cell-based, CHO, BLA complementation, fluorescence. Toll-like receptor 9 (Homo sapiens) + Myeloid differentiation primary response protein …. CCF4 FRET ratio. inhibition, % at 4.98 µM. actives 0.21% (n = 340,000). AID 504734, 2011;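 active means inhibition above the mean over all tested compounds plus 3 SD, cut at about 21% in these data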;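 further: 0% = DMSO only wells and 100% = clavulanate BLA inhibitor control wells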
# An asterisk follows results filed as active; nt = no result given. The list is partial; rates above refer to the full screens.
# Fields: TLR9-MyD88 inh	LMP1 NFkB inh	NCOA3 inh	NOD2 RIPK2 PPI	SRC1 inh	LRH-1 inv ag	TRAIL sens C8	TROY signal inh	NCOA2 inhibitor	Vif imaging	NR2F2 inh
> Cc1nn(-c2cc(N3CCCCCC3)ccc2[N+](=O)[O-])c(=O)c2ccccc12
    0	3	13	-14	13	-14	-3	-19	7	2	-7
> COc1ccc(N2C(=O)CSC2c2ccccc2F)c(OC)c1 (stereo not drawn)
    -7	-6	-7	-7	12	-7	-16	-10	-15	1	-15
> COC(=O)c1ccc(N(C(=O)CNC(=O)c2ccco2)C(C(=O)NC2CCCC2)c2ccco2)cc1 (stereo not drawn)
    1	-4	-9	2	8	7	-4	-4	15	3	14
> O=C(O)c1ccc(-c2noc(-c3cccc(Cl)c3)n2)cc1
    4	-5	-49	-7	-18	15	6	-44	-19	-5	-3
> CC1CCN(C(=O)c2cccc(S(=O)(=O)N3CCCCC3)c2)CC1
    -2	-2	5	-19	-6	-32	-28	2	-12	nt	10
> O=C(OCC1OC(n2ccc(=O)[nH]c2=O)C2OC12)c1ccccc1 (stereo not drawn)
    -1	-5	-11	-4	8	9	3	7	-16	-2	6
> Fc1ccc(OCCn2cnc(Cl)c2Cl)cc1
    4	-9	13	-6	-12	-5	17	5	-16	-2	-4
> CC(C)[C@@H]1CC2=C(C(=O)OC(C)(C)O2)[C@H](CCc2ccccc2)O1
    nt	nt	nt	-15	nt	11	13	-6	-5	nt	-22
> O=C(Nc1ccc(S(=O)(=O)N2CCOCC2)cc1)c1ccccc1
    0	-6	-6	-16	-8	-13	-30	-35	nt	-4	nt
> CC(C)CC(=O)Nc1ccc(N2CCN(C(=O)c3cccs3)CC2)cc1
    -4	4	9	5	-10	12	-5	-13	7	8	11
> COC(=O)[C@@]12C[C@@H](CC(=O)N3CCSCC3)C(=O)N(Cc3ccco3)C1=CCC(C)(C)C2
    nt	nt	nt	6	nt	29	-4	nt	24	nt	-1
> COc1cccc(CN(C)CC(=O)NC(=O)NCc2ccccc2)c1
    -11	-7	10	-24	-39	12	19	-20	-11	12	16
> Cc1ccc(NC(=O)CSc2nnc(-c3ccccn3)n2N)cc1F
    nt	nt	10	-2	-6	9	-11	-9	1	-3	-6
> CC(=O)NS(=O)(=O)c1ccc(NC(=S)NC(=O)CC(C)C)cc1
    nt	-10	17	-4	-12	6	-8	5	-10	-3	-33
> CN(C)C(=O)c1ccc(NC(=O)COc2cccc3c2OC(C)(C)C3)cc1
    -4	5	7	-15	-14	-10	-10	-2	16	-5	-5
> Cc1cc(-c2ccc(S(=O)(=O)N(C)Cc3ccccc3)cc2)on1
    4	6	22	1	4	-2	4	5	-17	1	-2
> CC1CCCCN1Cc1c(O)ccc2c(=O)c(-c3nc4ccccc4s3)coc12 (stereo not drawn)
    8	3	-27	-2	-11	11	8	24	16	-4	8
> Cc1ccc(NC(=O)CCC(=O)NNC(=O)c2ccco2)c(C)c1
    -2	-4	0	-5	7	-1	-18	-4	7	2	13
> CCn1cc(C(=O)O)c(=O)c2cc(F)c(N3CCNCC3)cc21
    -5	21	-5	-18	2	-4	-3	1	nt	-5	nt
> COc1cc(/C=N/n2nnnc2N)ccc1OC(C)C
    -5	nt	-20	-5	5	-3	-13	-9	-35	-7	-23
> COCCN1C(=O)C(=O)/C(=C(/O)c2ccc(S(=O)(=O)N3CCOCC3)cc2)C1c1cccc(Cl)c1 (stereo not drawn)
    4	-6	-4	-5	-4	-1	-11	8	4	-2	5
> CC(C)N1CCC(N2CCN(CCCc3ccccc3)CC2CCO)CC1 (stereo not drawn)
    -7	1	11	1	-20	4	3	14	1	-6	-2
> O=C(NC(=S)Nc1ncccn1)c1ccccc1Cl
    -10	-6	-37	1	-63	-57	1	-38	-28	2	-31
> CN(C)S(=O)(=O)c1cc([N+](=O)[O-])ccc1N1CCCCCC1
    -8	-4	-5	3	-5	-9	5	13	1	19	3
> COc1ccc(NC(=O)CN2C(=O)COc3ccc(S(=O)(=O)N4CCOCC4)cc32)c(OC)c1
    -2	-10	6	-2	16	9	-1	-3	-8	-2	-12
> O=C(NC1CCCCCC1)c1[nH]c(C(F)(F)F)nc1-c1ccccc1
    nt	nt	4	7	-4	-3	3	12	-6	-5	2
> N#C/C(=C(\O)c1cc(Cl)sc1Cl)c1nc2ccccc2[nH]1
    4	7	13	-5	-10	19	-6	24	7	-7	-18
> COc1ccccc1N(CC(=O)NC1CCCC1)C(=O)C1(C)CC(=O)N=C2C=CC(C)=CN21 (stereo not drawn)
    -8	-2	-2	0	-6	-6	7	6	-11	-3	7
> Cc1ccc(O)c(NC(=O)c2cccc(NC(=O)c3ccco3)c2)c1
    6	-8	7	-7	-17	-9	6	-37	4	-7	-29
> O=C(CN1CCCC1)NC1C2CC3CC(C2)CC1C3 (stereo not drawn)
    4	5	10	-11	-16	2	-13	-20	2	5	-12
> COC(=O)c1cn(CCOc2ccccc2F)c2ccccc12
    -9	-19	-42	2	-44	-48	-5	-90	-33	4	-31
> Cc1cc2occ(CC(=O)N(CCC(C)C)c3c(N)n(Cc4ccccc4)c(=O)[nH]c3=O)c2cc1C
    6	-5	-5	-5	-10	8	8	5	5	3	14
> CNC(=O)c1[nH]cnc1C(=O)Nc1cccc(C)c1
    10	10	-18	5	-22	-6	-11	-41	-40	5	-18
> COc1ccc(-c2cc(C(=O)NN)n(-c3ccccc3)n2)cc1
    -1	-12	-20	-7	-44	-33	-11	21	-34	1	-3
> O=C(NCC(=O)N1CC=C(c2ccccc2)CC1)c1ccc(OC(F)F)cc1
    7	15	13	6	7	-7	12	18	8	-1	2
> Cc1ccc(S(=O)(=O)NCCC(c2ccccc2)c2ccco2)cc1 (stereo not drawn)
    0	3	18	2	4	3	20	14	19	10	-11
> CCOC(=O)N1CCC(N2CCCC(CO)(Cc3cccc(Cl)c3)C2)CC1 (stereo not drawn)
    -5	-1	14	-4	-36	9	0	7	5	1	5
> CCCc1[nH]nc2c1C(c1cccnc1)C(C#N)=C(N)O2 (stereo not drawn)
    11	-2	12	4	2	19	8	12	-10	16	-2
> COc1ccccc1NC(=S)NC(=O)C(C)C
    10	3	18	2	5	-1	0	1	-3	-2	5
> Cc1noc(C)c1COc1ccc(C(=O)OCC(=O)Nc2c(C)n(C)n(-c3ccccc3)c2=O)cc1
    16	-8	19	-14	-6	2	-11	-3	-25	3	11
> CCOC(=O)c1cc2c(c(-c3ccccc3)n1)[C@H](CCO)N(S(=O)(=O)C(C)(C)C)C2
    -8	-2	-8	-8	0	-23	-4	-14	-15	nt	14
> CN(CCc1ccccn1)C1CCCN(S(=O)(=O)c2ccccc2)C1 (stereo not drawn)
    -2	-2	8	-5	3	4	2	-28	6	nt	-2
> COc1ccc(/C=C(\NC(=O)c2ccccc2)C(=O)OCC2CCCN3CCCCC23)cc1OC (stereo not drawn)
    -3	1	0	2	8	10	-2	-22	-1	-3	9
> Cc1cc(=O)n2nc(N3CCC(C(=O)N4CCN(C)CC4)CC3)sc2n1
    0	3	14	-9	15	11	-8	-1	-10	3	4
> CCOc1ccc(NS(=O)(=O)c2ccc3c(c2)CCN3C(=O)CCC(=O)O)cc1
    -12	-1	15	3	-2	5	-10	6	-9	nt	8
> O=C(Cn1c(=O)oc2ccc(Cl)cc21)NC1CCCCC1
    5	-7	16	0	6	1	-2	4	2	11	-6
> COc1cc2c(cc1OC)CN(C(=S)Nc1ccccc1Cl)CC2
    -7	13	21	-9	-127	9	-17	22	-20	6	-7
> CO/N=C/C(C#N)=C/c1cc(C(=O)c2ccccc2)cn1C
    2	-11	16	1	-26	26	-10	6	-3	-2	-7
> Cc1cc(C(=O)NC2CCCc3c2cnn3-c2cccc(C)c2C)no1 (stereo not drawn)
    -4	30	-23	0	16	-7	27	-49	4	-19	-16
> OCC[C@H]1C[C@@H](O)[C@H](O)[C@]2(OCc3ccccc32)O1
    -14	-11	1	2	-27	7	-1	-3	0	-4	7
> O=C(Nc1cc(Cl)ccc1C(=O)O)c1ccc(CN2C(=O)c3ccccc3C2=O)cc1
    1	5	0	4	-23	-6	-6	43	11	19	0
> Cc1ccc(Nc2nc(-c3cccnc3)cs2)cc1C
    -2	-72	-134	-4	-109	-126	29	3	-49	-12	-28
> CC(=O)N(C(C)=O)n1c(/C=C/c2cccc([N+](=O)[O-])c2)nc2ccccc2c1=O
    0	-24	-4	0	-24	-10	0	-2	-17	-8	-7
> COc1ccc(OC)c(S(=O)(=O)ON2C(=O)c3ccccc3C2=O)c1
    -6	0	-11	2	-8	-22	-9	0	-8	-2	-35
> Cc1ccc(NC(=O)COC(=O)C2(CC(=O)NC(C)(C)C)CCCC2)cc1C
    13	5	10	-2	-1	-32	0	12	7	1	2
> COc1ccc(C(=O)C2CCCN(C(=O)c3noc4c3CCCC4)C2)c(C)c1 (stereo not drawn)
    3	0	20	-5	0	1	-2	13	3	-7	15
> CCOC(=O)N1CCN(C(=O)C2CCN(S(=O)(=O)c3cc(Cl)ccc3Cl)CC2)CC1
    -5	3	8	2	-12	3	-1	1	-4	-2	21
> COCCCNc1nc2ccccc2nc1NS(=O)(=O)c1ccc(C)cc1
    -4	0	18	-9	2	0	-12	4	-1	1	6
> CCOC(=O)N1CCN(S(=O)(=O)c2ccc(OC)c(Cl)c2Cl)CC1
    -5	8	-46	0	-3	11	11	14	-10	nt	-5
> O=C(CNC(=O)c1ccccc1Cl)N/N=C/c1ccc([N+](=O)[O-])s1
    4	-4	-20	1	-2	3	12	3	-2	4	-12

# The list goes on:
# Fields: TLR9-MyD88 inh	LMP1 NFkB inh	NCOA3 inh	NOD2 RIPK2 PPI	SRC1 inh	LRH-1 inv ag	TRAIL sens C8	TROY signal inh	NCOA2 inhibitor	Vif imaging	NR2F2 inh
> O=C(NN1CCOCC1)c1cc(-c2ccc(Br)s2)nc2ccccc12
    -3	-96	3	-1	-2	23	6	12	-2	0	0
> CN1OC[C@@H]2CN(Cc3ccc(Cl)cc3)[C@H](c3ccc(N4CCCCC4)cc3)C[C@@H]21
    nt	nt	14	-9	12	-5	-7	12	23	0	7
> CCOC(=O)N1CCN(c2c(N3CCN(c4cc(C)ccc4C)CC3)c(=O)c2=O)CC1
    0	-2	-15	-5	-25	2	1	-7	-14	-5	13
> CCC[C@@H](O)c1cc2cc(OC)c(OC)cc2c(=O)o1
    0	-2	9	-11	5	18	1	-9	18	5	-8
> COc1ccccc1Oc1c(C)oc2cc(OC(=O)c3ccco3)ccc2c1=O
    3	0	0	-4	-19	-9	-17	-10	-2	23	-17
